# PERK inhibitor = human PERK inhibition, primary cell-based screen | CHO PERK-DD fusion, SEAP luminescence translation reporter | inhibition, % at 5.6 µM | hit rate 0.17% among 220,000 | AID 1416;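 active = inhibition above the mean inhibition of all tested compounds plus 3 SD, set separately per screening campaign, cut at about 2.9% in these data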;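 note: PERK kinase domain activated by AP20187 dimerizer at 100 nM; 0% = DMSO with dimerizer and 100% = rapamycin at 8.4 µM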
# EBV gp42 block = EBV gp42 inhibition; Q1HVG2; Fluorescence polarization binding assay, mP read-out; inhibition, % (tested at 21.74 µM); hit rate 0.42% among 220,000; AID 1085; in the data active = inhibition above about 50%
# Target sequence (Q1HVG2 whole entry, looked up): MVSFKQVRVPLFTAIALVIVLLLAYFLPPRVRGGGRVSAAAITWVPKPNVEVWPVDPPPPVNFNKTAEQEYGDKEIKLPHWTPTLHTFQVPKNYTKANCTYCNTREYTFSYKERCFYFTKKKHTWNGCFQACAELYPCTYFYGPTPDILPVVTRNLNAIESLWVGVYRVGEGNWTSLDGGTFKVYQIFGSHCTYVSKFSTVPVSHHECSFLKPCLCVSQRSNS
# Cl transport mod = KCC2 (human) Cl- transport modulation | KCC2 cells, thallium flux FluoZin-2 fluorescence | hit rate 2.2% among 190,000 | Q9H2X9 | B-score of Tl+ flux slope (higher = more flux/activation; lower = inhibition) at 10 µM;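 active = thallium flux slope and its plate-corrected score both differing from the plate sample mean at a set confidence after two filtering rounds, in either direction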;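 note: slope of fluorescence scaled to starting intensity during 10 to 20 s after thallium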
# Rad51 HR inh = blocks human Rad51 in homologous recombination. hit rate 0.085% among 200,000. hRad51 DNA strand exchange, fluorescence dequenching. AID 1385. Q06609. inhibition, % at 10 µM;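 active = inhibition above 40% at the single screening dose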;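 note: 0% = DMSO control wells and 100% = blanks with heterologous ssDNA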
# Target sequence (Q06609 whole entry, looked up): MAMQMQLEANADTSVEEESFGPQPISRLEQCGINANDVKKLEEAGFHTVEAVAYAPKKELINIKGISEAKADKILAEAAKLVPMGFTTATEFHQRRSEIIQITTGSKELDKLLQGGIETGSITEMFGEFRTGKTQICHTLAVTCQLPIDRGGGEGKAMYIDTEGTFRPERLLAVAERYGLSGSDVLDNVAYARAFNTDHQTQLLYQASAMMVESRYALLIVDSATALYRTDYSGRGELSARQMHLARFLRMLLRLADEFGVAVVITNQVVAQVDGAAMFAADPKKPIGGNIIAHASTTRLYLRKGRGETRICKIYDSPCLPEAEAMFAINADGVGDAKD
#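 Test system: preformed human Rad51 ssDNA filaments; also added: Donor/quencher-labelled 47-bp dsDNA substrate; doses: 10 µM final, single point; times: 37 °C 15-min filament assembly, 30-min compound preincubation, 15-min exchange; detection: FRET fluorescence dequenching, excitation 485 nm, emission 520 nm; read-out basis: Fluorescence-based percent inhibition, control- and blank-normalised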
# TNF necrop inh = TNF-alpha cell death inhibition in Jurkat FADD-/- cells; Jurkat FADD-/- TNF necroptosis rescue, ATP luminescence, 24 h; 0 = TNF only, 100 = no-TNF cells; activation (protection from cell death), % at 10 µM; hit rate 0.068% among 220,000;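 active = activation, meaning protection from cell death, of at least 50% relative to plate controls; inactive = activation below 50%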;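 note: necroptosis triggered by 40 ng/mL TNF-alpha added together with compound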
# zVAD death inh = blocks zVAD induced death of L929 cells; L929 zVAD necroptosis rescue, ATP luminescence, 24 h; with zVAD 60 µM; viability rescue, % at 10 µM; hit rate 0.38% among 220,000;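 active = activation, scaled between plate controls, above about 75%, limit read from the data; inactive = activation under that limit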;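 note: 0% = zVAD with DMSO and 100% = DMSO alone without zVAD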
# Calpain2 inh = blocks pig calpain II enzyme activity. inhibition, % at 16 µM. purified calpain II, fluorogenic peptide substrate, 30 min. AID 1236. hit rate 0.37% among 220,000;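 active = inhibition above about 50%, limit read from the data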
# eIF4E-4G inh = eIF4E/eIF4G interaction inhibition in translation initiation; inhibition, % at 21.7 µM; hit rate 0.37% among 220,000; TR-FRET eIF4E-eIF4GI(517-606) binding, 2 h;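 active = inhibition above about 30%, limit read from the data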;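 note: 0% = full FRET control wells and 100% = background wells lacking eIF4GI fragment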
# Mdm2 ligase inh = inhibitors of human Mdm2 E3 ubiquitin ligase; AID 1230; hit rate 0.11% among 210,000; signal enhancement, % at 5 µM; cell-based MDM2 ubiquitination luciferase reporter, 2 h; 0 = plate control, 100 = twice control, blank-subtracted;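 active = signal enhancement of 30% or more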;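 note: luminescence tracks abundance of the self-degrading MDM2-luciferase fusion protein; higher signal means inhibition of MDM2 E3 ligase activity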
# Target sequence (Q00987 whole entry, looked up, the tested form may be a part): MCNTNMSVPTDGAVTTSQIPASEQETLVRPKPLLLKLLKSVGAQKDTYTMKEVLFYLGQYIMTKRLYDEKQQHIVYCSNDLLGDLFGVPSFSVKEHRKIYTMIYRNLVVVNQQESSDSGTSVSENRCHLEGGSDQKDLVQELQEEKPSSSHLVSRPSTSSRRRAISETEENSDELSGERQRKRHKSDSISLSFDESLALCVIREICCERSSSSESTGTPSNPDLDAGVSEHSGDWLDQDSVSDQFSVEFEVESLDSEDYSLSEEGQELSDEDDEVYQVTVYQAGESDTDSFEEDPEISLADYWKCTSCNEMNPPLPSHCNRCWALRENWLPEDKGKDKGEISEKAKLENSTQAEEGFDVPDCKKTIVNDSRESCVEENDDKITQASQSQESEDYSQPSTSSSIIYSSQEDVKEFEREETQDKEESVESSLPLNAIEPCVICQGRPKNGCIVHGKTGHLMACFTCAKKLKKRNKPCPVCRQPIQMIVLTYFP
#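 Material: stable MDM2–luciferase fusion reporter cells / Quantity: 2000 cells/well / Dosing: single 5 µM compound dose, 0.2% final DMSO / Buffer or medium: DMEM / Schedule: 4 h cell settling then 2 h compound exposure, 37 °C / Detection: luminescence with SteadyLite reagent, 15 min at room temperature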
# An asterisk follows results filed as active; . = no result given; [ ] = another dose, or the depositor's remark.
SMILES,PERK inhibitor,EBV gp42 block,Cl transport mod,Rad51 HR inh,TNF necrop inh,zVAD death inh,Calpain2 inh,eIF4E-4G inh,Mdm2 ligase inh
CC(C)(C)c1cc(CN2CCN(CCC#N)CC2)cc(C(C)(C)C)c1O,-0.6,-15,-0.5,-5,-2.3,-0.5,-130,1[fluorescence artefact?],-9
Cc1cc(NS(=O)(=O)c2cccs2)no1,0.6,-27,0.028,0,-2.5,-0.1,-3,-7[fluorescence artefact?],-7
CCN(CC)S(=O)(=O)c1ccc(-c2nnc3sc4cccc(C)c4n23)cc1,0.3,-16,-0.34,0,-2.4,0.2,3,-1,-7
CCc1ccc(OCC(=O)NC(=S)Nc2ccc(C(=O)O)cc2)cc1,0.9,-6,-0.24,5,-0.2,0.1,28,-1,-9
CCOc1c(OC)cc(C2C(C#N)=C(N)Oc3n[nH]c(-c4ccncc4)c32)cc1OC (centres undefined),0.3,-14,0.46,5,-1.3,0.0,8,.,-1
CCOC(=O)C1=C(c2ccccc2)OC(N)=C(C#N)C1c1ccncc1 (centres undefined),0.5,-11,0.0082,-12,-1.4,0.0,24,-1,-6
CCCC(c1nnnn1Cc1cccs1)N1CCN(C2CCCC2)CC1 (centres undefined),-0.3,-3,0.96,1,-1.1,-0.8,-20,1[fluorescence artefact?],5
CCOc1ccc(C(CC(=O)O)NC(=O)C(Sc2ccccc2)c2ccccc2)cc1 (centres undefined),1.3,-2,-4*,3,-0.2,1.0,-22,1,2
CCN(CC(=O)Nc1cccc(OC)c1)CC(=O)Nc1ccc(C)cc1Cl,-0.2,-3,-0.083,2,0.2,1.6,0,1,-5
CC1(C)Cc2c(sc3nc(N/N=C/c4ccccc4)[nH]c(=O)c23)CO1,0.7,-9,-0.19,15,-3.2,.,-298,10,-6
COc1cc(NCCCCCCCN)c2ncccc2c1,0.0,-14,-0.13,1,-3.9,1.9,17,1,-9
CC(C)NCC(O)COCCOc1ccc(C(C)(C)C)cc1 (centres undefined),0.2,4,0.63,-7,-0.8,1.6,-12,-1[fluorescence artefact?],-13
NC(=O)c1c(NC(=O)C2CCCO2)sc2c1CCC2 (centres undefined),0.4,-1,0.12,0,0.3,0.1,28,0[fluorescence artefact?],14
Cc1ccc2cc(C)c3nnc(SCc4ccc(C(=O)O)cc4)n3c2c1C,1.4,-6,3.1*,6,3.1,1.1,-31,97*,-5
CC(=O)CSc1nc2cc3c(cc2cc1C#N)OCCO3,1.5,23,-1.2,-59,-2.7,8.7,-37,-1,-55
Cc1ccc(C(=O)Nc2c3c(nn2C(C)(C)C)CS(=O)(=O)C3)cc1C,-0.5,-14,.,-4,0.2,-0.1,-13,7[fluorescence artefact?],-1
CCOc1ccc2nc(C)cc(Nc3ccc4c(c3)OCCO4)c2c1,-0.4,-19,.,-1,-5.3,-0.2,16,-6,-6
O=C(CNCc1ccccn1)N1CCc2ccccc2C1,0.9,-14,-0.67,22,2.8,0.1,-2,-6,.
CCN(CC)S(=O)(=O)c1ccc(C)c(NC(=O)CN(C)C)c1,0.4,-1,-0.7,6,1.0,-0.5,11,-1,-17
Brc1ccc(C2=Nn3c(nnc3-c3cccnc3)SC2)s1,0.1,-9,0.066,6,-4.4,0.0,6,-8,-12
O=C(C1CCN(S(=O)(=O)N2CCOCC2)CC1)N1CCN(Cc2ccc3c(c2)OCO3)CC1,0.3,-23,.,-4,-1.1,1.2,3,-4,-5
COc1ccc(OC)c(NC(=O)C2C(C(=O)O)C3(Cl)C(Cl)=C(Cl)C2(Cl)C3(Cl)Cl)c1 (centres undefined),0.5,11,-0.35,4,-0.7,2.8,-49,5,-8
O=C(Nc1ccc2c(c1)OCCO2)C1CCN(C(=O)c2ccc(Br)cc2)CC1,0.2,-8,.,4,-2.2,0.1,10,9,-17
Cc1c(NC(=O)CN2C(=O)NC3(CCCC3)C2=O)c(=O)n(-c2ccccc2)n1C,1.8,-24,0.056,28,0.0,2.4,-28,2,-1
S=C(NCCCn1ccnc1)Nc1ccc(Cl)cc1Cl,0.5,7,0.062,9,-0.5,0.8,-2,4,-11
Cc1cccc(N2CCN(C(=O)c3ccc4c(c3)OCCO4)CC2)c1C,0.3,-8,-0.17,1,-2.8,0.0,42,-2,2
CN1C(=O)c2ccccc2Sc2ccc(NC(=O)N3CCCC3)cc21,-1.3,-13,-1.8,0,2.3,1.4,9,1[fluorescence artefact?],-13
CCCOc1c(Br)cc(C(=O)NCC)cc1OC,-0.1,-15,-0.13,-5,-2.3,-0.9,-16,5[fluorescence artefact?],-9
CCCC1(C)SC(NC(C)=O)=NN1C(C)=O (centres undefined),1.1,-18,-2.5,10,-0.5,0.0,-5,1,-2
O=C(Nc1ccc(F)cc1F)c1ccccc1-c1ccccc1,-1.1,1,1.1,-6,1.7,-0.6,23,3,-13

# Part of the list above, with values under each structure:
# Values run as follows: PERK inhibitor, EBV gp42 block, Cl transport mod, Rad51 HR inh, TNF necrop inh, zVAD death inh, Calpain2 inh, eIF4E-4G inh, Mdm2 ligase inh
- Brc1ccc(C2=Nn3c(nnc3-c3cccnc3)SC2)s1
  0.1, -9, 0.066, 6, -4.4, 0.0, 6, -8, -12
- O=C(C1CCN(S(=O)(=O)N2CCOCC2)CC1)N1CCN(Cc2ccc3c(c2)OCO3)CC1
  0.3, -23, ., -4, -1.1, 1.2, 3, -4, -5
- COc1ccc(OC)c(NC(=O)C2C(C(=O)O)C3(Cl)C(Cl)=C(Cl)C2(Cl)C3(Cl)Cl)c1 (centres undefined)
  0.5, 11, -0.35, 4, -0.7, 2.8, -49, 5, -8
- O=C(Nc1ccc2c(c1)OCCO2)C1CCN(C(=O)c2ccc(Br)cc2)CC1
  0.2, -8, ., 4, -2.2, 0.1, 10, 9, -17
- Cc1c(NC(=O)CN2C(=O)NC3(CCCC3)C2=O)c(=O)n(-c2ccccc2)n1C
  1.8, -24, 0.056, 28, 0.0, 2.4, -28, 2, -1

# (cont.)
SMILES,PERK inhibitor,EBV gp42 block,Cl transport mod,Rad51 HR inh,TNF necrop inh,zVAD death inh,Calpain2 inh,eIF4E-4G inh,Mdm2 ligase inh
Cc1ccc(C(=O)NCCSc2ccc(Cl)cc2)cc1[N+](=O)[O-],0.0,-12,-1.3,-1,-3.2,0.4,1,-8,-10
O=C(CNc1ccc(C(F)(F)F)cc1[N+](=O)[O-])OCC(=O)c1ccccc1,-0.8,-13,-3.7,15,-0.1,0.4,5,-7,-6
COc1ccccc1NC(=O)CSc1nnc(C)n1Cc1ccccc1,-0.9,-2,0.14,4,-1.6,-0.2,24,-4,-17
NS(=O)(=O)c1ccc(N/N=C/c2ccccn2)c([N+](=O)[O-])c1,-0.4,-3,0.098,9,-0.4,7.2,7,-1,-7
COc1ccc2[nH]c(C(=O)O)c(NS(=O)(=O)c3ccc(OC)c(OC)c3)c2c1,-1.1,-8,.,-5,1.7,2.5,-62,-15,-16
CCOC(=O)c1c(NC(=O)CSc2nc3ccccc3s2)sc(C(C)=O)c1C,-1.6,-41,.,3,-13,-0.3,3,-14,5
c1ccc(Cc2nnc3n2N=C(c2ccccc2)CS3)cc1,0.0,-16,-1.7,6,-1.1,-0.6,28,4,-2
CS(=O)(=O)N(CCc1ccccc1)CC(=O)N1CCN(Cc2ccccc2)CC1,-0.5,-5,-3.2*,3,-1.7,0.7,13,4,-2
O=C(CN(Cc1ccco1)C(=O)c1ccc(Cl)cc1)Nc1ccc(Cl)c(Cl)c1,0.5,-1,0.44,-1,1.0,1.3,1,7,2
Clc1ccc(-c2ccc(/C=N/Nc3cc(N4CCOCC4)nc(N4CCOCC4)n3)o2)cc1,0.2,1,0.0051,-2,-1.3,4.5,-57,1,-14
O=C(NCCCl)NNc1c(Cl)cc(Cl)cc1Cl,-0.1,4,0.73,-6,2.6,-0.6,11,0,-45
Cn1c(CCNC(=O)c2ccccc2)nc2cc(NC(=O)c3ccco3)ccc21,-1.1,2,.,0,0.6,0.0,-14,-1,-6
Cc1cccc(C)c1OCC(=O)Nc1cccc(-c2nnc(-c3ccccc3)o2)c1,1.1,-22,-0.71,-1,-12,0.2,13,3,1
CCC(=O)c1ccc(-c2ccccc2)cc1,-0.2,-13,0.17,-7,0.4,-0.4,3,-5,1
O=C(NCc1ccccc1)Nc1cccn(Cc2ccccc2F)c1=O,-0.7,-10,-0.43,0,3.5,1.2,-21,-1,-6
N#C/C(=C\c1ccc([N+](=O)[O-])o1)c1nc2ccccc2[nH]1,1.6,0,0.72,-93,-7.9,46,-37,-6,-12
O=C(CN1CCOCC1)Nc1ncc(Br)cc1Br,3.2*,-4,-0.8,-4,-2.7,-0.4,-1,-3,-20
CC(=O)c1c(C)[nH]c(C(=O)NC2CCCCC2)c1C,0.1,-3,-0.89,.,0.0,0.2,11,4,.
Cc1oc2c(cc(NS(=O)(=O)c3cccs3)c3ccccc32)c1C(=O)OC(C)C,-0.6,2,0.23,.,-1.3,0.6,-66,0,-2
COc1ccc(C2/C=C\CN(C(=O)Nc3ccccc3-c3ccccc3)CC(=O)N2Cc2ccc(F)cc2)cc1 (centres undefined),.,3,-0.9,0,0.9,-1.1,-36,2,-6
CC(=O)Nc1c(Br)cc(N2C(=O)CCC2=O)cc1Br,3.1*,-28,-0.23,-8,-0.6,0.8,-10,-3,.
Cc1ccc(NC(=S)NCc2cccn2C)cc1,0.2,-18,0.85,-2,-2.7,-0.8,-8,4,-6
COc1cc(C=O)ccc1OCc1ccc(Cl)nc1,1.2,-14,.,.,-0.4,-0.3,-11,1,12
O=C(O)c1ccc2c(c1)C(=O)N(c1ccccc1-c1ccccc1)C2=O,1.6,7,-0.14,-6,-1.1,1.6,-5,0,-12
COc1ccccc1N1C(=O)CC(Sc2nccc(C)n2)C1=O (centres undefined),-0.4,-11,0.018,1,-0.4,-0.1,12,-2,0
COc1ccc(NS(=O)(=O)c2cccc(NC(=O)CCC(=O)c3cccs3)c2)cc1,-0.1,2,-1.9,.,0.4,0.6,18,7[fluorescence artefact?],4
COCCCNC(=O)CC1C(=O)N(Cc2ccccc2)C(C)c2nc3ccccc3n21 (centres undefined),0.4,-2,1.3,5,3.0,2.0,-30,-1,-1
CCOC(=O)C1CCN(C(=O)c2ccccc2NC(=O)c2ccc(Cl)cc2)CC1,-0.7,-4,0.29,3,0.7,-0.5,12,-6,-9
CC(=O)N1CCC(N(C(=O)Nc2c(F)cccc2F)C(C)C)CC1,1.0,-7,0.73,-2,0.6,0.6,6,3[fluorescence artefact?],-5
CCOC(=O)c1ccc(COC(=O)c2cc3ccccc3oc2=O)o1,-0.6,-6,-0.76,3,1.2,-0.4,-54,-2,-13
CC1CC(C)CN(C(=O)C(NS(=O)(=O)c2ccc3c(c2)oc(=O)n3C)C(C)C)C1 (centres undefined),0.4,1,.,4,-0.5,0.9,0,3,-11
CCN(C(=O)c1c(N)cnn1C)c1ccccc1,0.2,4,-0.68,9,0.6,1.6,16,-3,-4
Cc1cc(C)c(S(=O)(=O)N2CCC(C(=O)NCc3ccco3)CC2)c(C)c1,-1.4,-12,-0.2,6,0.3,-1.4,18,5,-16
O=C(Nc1ccc(Cl)cc1)Nc1ccc(N2CCOCC2)cc1,1.7,-2,1.1,1,-1.2,0.6,-26,-3,-9
Cc1ccc(Cl)cc1N1CCN(C(c2cccnc2)c2nnnn2C2CCCCC2)CC1 (centres undefined),0.8,3,.,-5,0.3,0.1,-31,1,7
O=C1Nc2ccccc2C1=Nc1ccc(-c2nnc3n2CCCCC3)cc1,0.8,11,0.36,7,0.6,2.0,-4,-2,1

# Source: PubChem BioAssay (several laboratories)
